C2C12 statin: suppression of simvastatin myotoxicity; C2C12 myotubes + simvastatin, ATP luminescence, 48 h; scaled: DMSO 0, geranylgeraniol control 100; rescue of ATP level, % at 7.49 µM; hit rate 0.78% among 330,000;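 active = mean ATP rescue above about 67%, or every replicate alone reaching that limit, limit read from the data, passing the limit was not always enough; inconclusive = no clear call, values can overlap the other calls; inactive = mean under the limit and some replicate under it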;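 also: myotubes were challenged with 10 µM simvastatin during compound exposure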
ERp5 inh: inhibitors of human ERp5; hit rate 0.05% among 350,000; ERp5 insulin aggregation, absorbance 650 nm, 90 min; AID 651711; inhibition, % at 9.99 µM; Q15084;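 active = mean replicate inhibition above about 25%, with every replicate also reaching it, limit read from the data, passing the limit was not always enough; inconclusive = only one of those two criteria met; inactive = neither criterion met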
Target sequence (Q15084 whole entry, looked up): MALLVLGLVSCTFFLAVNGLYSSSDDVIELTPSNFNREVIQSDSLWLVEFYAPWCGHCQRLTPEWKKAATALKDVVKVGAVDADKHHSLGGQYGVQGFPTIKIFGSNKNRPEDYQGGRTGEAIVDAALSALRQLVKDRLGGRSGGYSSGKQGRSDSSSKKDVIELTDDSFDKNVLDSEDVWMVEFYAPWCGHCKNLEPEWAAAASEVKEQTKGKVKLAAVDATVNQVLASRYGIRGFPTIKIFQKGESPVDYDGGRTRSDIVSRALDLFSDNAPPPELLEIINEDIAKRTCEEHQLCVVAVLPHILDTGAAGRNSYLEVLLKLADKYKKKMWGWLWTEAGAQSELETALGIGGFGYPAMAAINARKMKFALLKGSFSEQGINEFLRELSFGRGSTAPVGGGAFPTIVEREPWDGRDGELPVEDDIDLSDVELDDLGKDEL
miR122 inh: miR-122 inhibition in Huh7 cells | activation (reporter increase), % at 12.5 µM | hit rate 0.3% among 340,000 | Huh7 miR-122 Renilla luciferase sensor, 48 h; neutral wells = 0, positive control = 100;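 active = mean replicate activation score at least 90 and every replicate individually at or above 90; inconclusive = only one of the two criteria met; inactive = neither criterion met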;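 also: higher luciferase means less miR-122 activity so hits act as miR-122 inhibitors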
esBAF inh: inhibitors of esBAF chromatin remodeling in mouse ES cells | Bmi1-luciferase knock-in reporter, 24 h; 100% = twice the neutral-well signal | hit rate 2% among 350,000 | reporter increase, % at 12.5 µM | AID 602393; in the data active = activation above about 40%; inconclusive = no clear call, values can overlap the other calls;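 also: 0% = median of the plate's neutral control wells and 100% = double that signal; a rise in the Bmi1 reporter signal indicates esBAF inhibition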
SIRT5 block: blocks human SIRT5 desuccinylation of peptide; Q9NXA8; Purified SirT5, succinyl-peptide AMC, trypsin-coupled fluorescence; inhibition, % at 15 µM; hit rate 1.1% among 330,000; in the data active = inhibition above about 15%; inconclusive = no clear call, values can overlap the other calls
Target sequence (Q9NXA8 whole entry, looked up): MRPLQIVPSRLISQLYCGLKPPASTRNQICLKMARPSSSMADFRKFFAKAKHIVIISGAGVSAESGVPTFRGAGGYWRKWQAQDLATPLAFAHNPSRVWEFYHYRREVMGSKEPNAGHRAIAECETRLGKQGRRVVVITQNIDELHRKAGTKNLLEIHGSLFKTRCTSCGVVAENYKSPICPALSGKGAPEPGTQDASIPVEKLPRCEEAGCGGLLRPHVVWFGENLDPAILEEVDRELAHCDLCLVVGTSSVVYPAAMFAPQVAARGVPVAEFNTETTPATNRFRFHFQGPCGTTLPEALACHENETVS
Cneo AK release: causes C. neoformans cell lysis | adenylate kinase release luminescence, 4 h; normalised: neutral wells 0, clomiphene wells 100 | lysis activity, % at 15 µM | hit rate 0.2% among 360,000 | AID 651654;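 active = mean lysis activity across replicates of at least 80%, whatever share of replicates individually reach that level; inactive = mean lysis activity below 80%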
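Assay system: C. neoformans cells. Amount: yeast cell density of 5 × 10^6 cells/mL. Technique: AK luminescence. Buffer or medium: YPD. Times: static 4 h at 37 °C with compound, 1 h detection. Dosing: single-point compound dose. Read-out: lysis from increased AK signal.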
ARNT-TACC3 inh: disrupts binding between human ARNT and TACC3. Q9Y6A5. hit rate 0.66% among 390,000. AlphaScreen His-ARNT PAS-B/GST-TACC3 binding, luminescence; TACC3 fragment carries E629A point mutation. inhibition, % at 9.99 µM;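 active = mean inhibition of replicates at least 50% and at least half of replicates each reaching 50%; inconclusive = half or more replicates reach 50% but mean below 50%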;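 also: 0% = complete ARNT plus TACC3 wells and 100% = ARNT alone without TACC3; many hits fall short of the cut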
The depositor's hits bear a star; ? = inconclusive; . = not tested or not shown; & = joins results of further samples; [ ] = another dose, or the depositor's remark. Compounds were not picked by outcome; about 4% have a hit in one of these screens.

Values in the order: Cneo AK release	miR122 inh	ERp5 inh	ARNT-TACC3 inh	C2C12 statin	esBAF inh	SIRT5 block
Cc1ccc2c(C)c(C(=O)N3CCCC(C(N)=O)C3)oc2c1C (configuration not stated)
  1	.	-4	-5	11	23	-22
Cc1nc(-c2ccc(C(=O)Nc3ccc(F)cc3)cc2)cs1
  .	-7	-2	28	-30	-16	-1
COc1cc2c(cc1OC)CN(C(=O)[C@@H]1[C@H]3C(=O)O[C@H](c4ccccc4)[C@H](c4ccccc4)N3[C@H](c3ccc(OCCO)cc3)[C@@]13C(=O)Nc1ccc(C#CCNC(N)=O)cc13)CC2
  -2	.	3	22	.	.	23*
COC(=O)c1ccc([C@H]2CC(=O)O2)cc1
  0	2	0	.	0	0	0
COc1ccc(OCCCC(=O)Nc2nc(-c3ccccn3)cs2)cc1
  24	-6	7	17	7	-13	-8
Nc1cccc2cc(-c3ccccc3)oc12
  -3	.	-2	.	3	91*	-5
COc1ccc(S(=O)(=O)Nc2ccc3c(c2)C(=O)N([C@H](C)CO)C[C@H](C)[C@@H](CN(C)Cc2ccc(Cl)c(Cl)c2)O3)cc1
  2	7[16.7 µM]	0	3	.	2	3
CCCCn1c(SCC(=O)Nc2cc(C)[nH]n2)nc2ccsc2c1=O
  -1	6	.	-5	16	-8	.
COc1ccc(C2NC(=S)NC3=C2CCCC3=C2SCCS2)cc1 (configuration not stated)
  4	-5	1	-5	1	-23	-3
CCCC(C)C(=O)Nc1ccc(S(=O)(=O)N2CCCC2)cc1 (configuration not stated)
  -1	3	3	-2	-42	-2	0
N#C/C(=C\c1cn(Cc2cccc(F)c2)c2ccccc12)C(=O)NCc1ccco1
  .	.	?	30	.	.	5
CCOc1cccc(C(=O)Nc2cccc(NC(=O)c3ccco3)c2)c1
  10	3	1	-4	-21	-3	6
CCCc1nnc(SCC(=O)O)n1CC
  1	2	-6	-10	.	.	-1
O=C(NCC[C@H]1CC[C@@H](NC(=O)C2CCCC2)[C@@H](CO)O1)Nc1ccc(Cl)cc1
  -5	3[16.7 µM]	7	2	-2	20	-2
CC1=C(C(N)=O)C(c2ccc(Cl)cc2)NC(=O)N1 (configuration not stated)
  1	-3	.	-1	3	4	.
Cc1ccc(S(=O)(=O)Oc2ccccc2N2C(=O)C3C4CCC(C4)C3C2=O)cc1 (configuration not stated)
  -2	5	1	-1	3	12	0
CCCCNC(=O)c1cn(-c2ccc(OCC)cc2)c(=O)c2cc(OC)c(OC)cc12
  1	-2	.	24	.	.	.
O=C1CCN(Cc2cccnc2)CCN1[C@H](CO)c1ccccc1
  3	-4	4	0	-1	-3	.
Cc1cc(C)nc(NS(=O)(=O)c2ccc(N/C=C\C(=O)c3cccs3)cc2)n1
  .	.	2	11	.	.	9
CC1C2CC(C/C2=N/NC(=O)c2cccs2)C1(C)C (configuration not stated)
  .	.	-4	8	.	.	-1
C[C@@H](NC(=O)C[C@@H]1CC[C@H](NC(=O)Nc2ccc3c(c2)OCO3)[C@@H](CO)O1)c1ccccc1
  0	15[16.7 µM]	4	-5	1	2	5
O=C(c1cc(Cl)ccc1OCc1ccccc1)N1CCOCC1
  5	9	5	-2	3	10	-3
O=C(C[C@@H]1C[C@@H]2c3cc(NC(=O)Cc4ccncc4)ccc3O[C@@H]2[C@H](CO)O1)NCc1ccc2c(c1)OCO2
  8	4[16.7 µM]	7	1	6	-2	1
CC(=O)Oc1ccc(N2C(=O)C3C(C2=O)C2C=CC3C23CC3)cc1[N+](=O)[O-] (configuration not stated)
  7	-1	2	-1	.	.	0
Cc1nc(CN(C)C(=O)C2CCC(=O)N(CCc3cccc(F)c3)C2)cs1 (configuration not stated)
  5	-1	0	-1	23	1	0
CN(C)c1ccc(C(C(=O)NC2CCCC2)N(Cc2cccnc2)C(=O)c2snc(C(N)=O)c2N)cc1 (configuration not stated)
  -2	-6	-8	-7	-2	-2	1
O=C(Cn1ccnc1[N+](=O)[O-])N(CCO)CCO
  2	.	2	.	.	.	1
CSc1ccc(S(=O)(=O)NCC(=O)OCC(=O)NCC2CCCO2)cc1[N+](=O)[O-] (configuration not stated)
  1	-4	-1	-6	0	0	2
Cc1cccc(S(=O)(=O)N2C[C@@H](O)COC[C@H]3O[C@@H](CC(=O)Nc4ccc(-c5ccccc5)cc4)CC[C@@H]32)c1
  -1	-1[16.7 µM]	.	1	7	2	.
C[C@@H]1CN([C@@H](C)CO)C(=O)c2cc(C#CCc3ccccc3)cnc2O[C@H]1CN(C)CC1CCCC1
  7	-18[16.7 µM]	4	9	-32	-6	-4

(more compounds)
Values in the order: Cneo AK release	miR122 inh	ERp5 inh	ARNT-TACC3 inh	C2C12 statin	esBAF inh	SIRT5 block
Cc1ccccc1C(=O)Nc1ccc(Br)cn1
  0	9	.	-5	-52	?	.
Cc1[nH]c2ccccc2c1/C=C/c1nc2ccccc2c(=O)[nH]1
  -1	0	-4	-3	-19	46*	-1
COc1ccc(C(=O)NCCCCCC(=O)O)cc1OC
  0	-4	.	.	1	-2	.
CCc1cccc(C)c1NS(=O)(=O)c1c(C)nc2sccn2c1=O
  1	6	-3	-2	.	4	-3
CCn1c(COc2ccccc2)nnc1SCC(=O)CC(=O)Nc1ccccc1OC
  4	-4	1	-4	-22	-8	2
COc1ccc(N(CC(=O)NCc2ccco2)S(=O)(=O)c2ccccc2)cc1
  .	.	-4	2	.	.	-5
O=C(CC1C(=O)NCCN1C(=O)Nc1ccc(F)cc1)Nc1cc(Cl)ccc1Cl (configuration not stated)
  0	0	3	-11	-16	-2	.
COc1ccc(C(=O)NCC2(c3ccc(OC)c(OC)c3)CCCC2)cc1OC
  -1	-3	4	.	0	-3	0
Cc1ccc(NC(=O)CSCC(=O)OC(C)C(=O)Nc2ccccc2C)cc1 (configuration not stated)
  -1	-1	3	-1	-6	-2	-5
Cc1nc2ccccc2c(-c2ccccc2)c1CC(=O)O
  0	-1	.	0	3	-11	.
O=C(O)COn1c(-c2ccc(Cl)cc2)nc2ccc(Cl)cc21
  .	.	4	-1	.	.	4
O=C1O[C@@H](c2ccccc2)[C@@H](c2ccccc2)N2[C@@H](c3ccccc3OCCO)[C@]3(C(=O)Nc4ccc(C#CCCO)cc43)[C@@H](C(=O)N3CCCCCCC3)[C@H]12
  -2	.	2	20	.	.	6
Cc1ccc(C(=O)N2CCN(c3ccccn3)CC2)cc1Cl
  0	.	0	-26	3	1	1
COc1ccc(C(=O)OCC(=O)NC(=O)NC2CCCC2)cc1[N+](=O)[O-]
  -1	8	-8	-2	7	-1	-2
CN1CCN(S(=O)(=O)c2cccc(C(=O)Nc3cc(C(F)(F)F)ccc3N3CCCC3)c2)CC1
  .	.	1	-2	.	.	1
C/C=C/c1cnc2c(c1)C(=O)N([C@H](C)CO)C[C@H](C)[C@H](CN(C)Cc1ccc(F)cc1)O2
  -3	17[16.7 µM]	0	.	29	0	-1
C[C@@H]1CN([C@@H](C)CO)S(=O)(=O)c2ccc(-c3ccncc3)cc2O[C@@H]1CN(C)Cc1ccc(Oc2ccccc2)cc1
  -5	-6[16.7 µM]	4	-1	-30	-17	2
Cc1ccc(C(=O)Nc2ncc(Cc3ccc(SC(F)F)cc3)s2)cc1
  -1	52	1	-10	.	.	-1
CCCNC(=O)C[C@@H]1C[C@H]2c3cc(NC(=O)c4ccc5c(c4)OCO5)ccc3O[C@H]2[C@@H](CO)O1
  1	-4	-3&19	.	3	-4	0&-2
COc1ccc(-c2csc(-c3ccc(O)cc3)n2)cc1
  .	.	0	-3	.	.	-6
CC1CCN(C(=O)CNC(=O)CNC(=O)Cc2ccccc2)CC1
  -3	.	2	-2	.	.	-2
COc1ccc(NC(=O)N[C@@H]2CC[C@@H](CCNS(=O)(=O)c3cccc(Cl)c3)O[C@@H]2CO)cc1
  -2	.	-1	-8	-10	6	4
COc1c(O)ccc(/C=N\NC(=O)c2ccc3c(c2)OCO3)c1[N+](=O)[O-]
  -2	2	0	-2	-3	24	3
O=C(OCCN1CCCCC1)c1ccc(O)cc1
  1	-3	.	6	-8	-7	.
O=C1[C@H]2[C@@H](c3ccccc3)N[C@]3(CCCN(Cc4ccc(Br)cc4)C3=O)[C@H]2C(=O)N1Cc1ccccc1
  -1	-10	5	.	1	3	0
CNC(=O)C[C@@H]1CC[C@@H]2[C@H](COc3ccc(NS(=O)(=O)c4cccc(F)c4)cc3C(=O)N2C)O1
  -2	-3[16.7 µM]	-3	-4	7	0	-9
C[C@@H]1CN([C@@H](C)CO)C(=O)c2cc(NC(=O)Nc3ccccc3)ccc2O[C@H]1CN(C)S(=O)(=O)c1ccc(F)cc1
  1	-5[16.7 µM]	-6	4	17	-11	1
CSCC[C@H](NS(=O)(=O)c1ccc(C)cc1)C(=O)N1CCC(C(=O)N[C@@H](Cc2ccccc2)C(=O)O)CC1
  3	1	4	-9	-2	6	.
CCCCCCCCOC(=O)/C=C/c1c(C)[nH]c(=O)[nH]c1=O
  -2	2	-2	-3	.	.	-1
CC(C)OC(=O)CSc1nc(Cc2ccccc2)nc2ccccc12
  .	.	0	21	.	.	-2

New compounds follow.
Values in the order: Cneo AK release	miR122 inh	ERp5 inh	ARNT-TACC3 inh	C2C12 statin	esBAF inh	SIRT5 block
CN(CCN1CCOCC1)Cc1nc(-c2ccc3c(c2)OCO3)no1
  .	-3	-2	-1	5	-9	3
C[C@H](CO)N1C[C@H](C)[C@@H](CN(C)C(=O)Nc2ccccc2F)Oc2cc(-c3ccc(C(=O)N(C)C)cc3)ccc2S1(=O)=O
  0	14[16.7 µM]	-3	-5	0	0	2
CC1(C)Cc2c(ccc3ccccc23)-c2nnc(-c3cccnc3)n21
  0	1	-1	-6	8	11	.
CC(C)NC(=O)Nc1ccc2c(c1)C(=O)N([C@H](C)CO)C[C@H](C)[C@H](CN(C)S(=O)(=O)c1cn(C)cn1)O2
  -2	-2[16.7 µM]	2	5	.	2	2
COc1ccc(/C=N/N=C2/NC(=O)C(CC(=O)O)S2)cc1OCc1ccccc1Cl (configuration not stated)
  -1	10	.	3	2	-2	.
CCOC(=O)C1CCCN(C(=O)c2ccc3ccccc3c2)CC1 (configuration not stated)
  4	3	7	.	6	4	.
CC(=O)C1=CCC(c2ccccc2F)N(S(=O)(=O)c2ccc(C)cc2)C1 (configuration not stated)
  0	4	3	.	-13	2	-4
CC1(c2ccc3ccccc3c2)NC(=O)N(CC(=O)N2CCN(Cc3ccccc3)CC2)C1=O (configuration not stated)
  0	.	.	10	-5	-11	.
CC(O)Cn1c(N2CCCC2)nc2c1c(=O)n(C)c(=O)n2C (configuration not stated)
  -1	-2	0	3	7	-3	11
C=CCn1c(SCCC)nc(O)cc1=O
  .	-3	-8	-10	-1	-10	6
O=S(=O)(Nc1ncccc1O)c1ccc(Cl)cc1
  1	-1	5	5	31	-5	-1
CSc1nnc(-c2ccc(C(F)(F)F)nc2C)o1
  -2	16	0	-3	7	3	0
Nc1nc(CN2CCN(Cc3ccccc3)CC2)nc(Nc2ccccc2)n1
  -3	0	0	.	-11	-2	2
CC1Cc2nc(SCC(=O)c3ccccc3)n(Cc3ccccc3)c(=O)c2S1 (configuration not stated)
  -2	.	2	3	6	81*	-3
C[C@@H]1CCCCO[C@@H](CN(C)S(C)(=O)=O)[C@@H](C)CN([C@@H](C)CO)C(=O)c2cc(N(C)C)ccc2O1
  .	1[16.7 µM]	.	.	-16	5	.
COC(=O)c1ccccc1S(=O)(=O)N1CCC(c2nc3ccccc3o2)CC1
  0	-6	.	-8	-9	7	.

Reformatted with bars between the fields: part of the list above
compound | Cneo AK release | miR122 inh | ERp5 inh | ARNT-TACC3 inh | C2C12 statin | esBAF inh | SIRT5 block
C[C@@H]1CN([C@@H](C)CO)C(=O)c2cc(C#CCc3ccccc3)cnc2O[C@H]1CN(C)CC1CCCC1 | 7 | -18[16.7 µM] | 4 | 9 | -32 | -6 | -4
C[C@@H]1CCCCO[C@@H](CN(C)S(C)(=O)=O)[C@@H](C)CN([C@@H](C)CO)C(=O)c2cc(N(C)C)ccc2O1 | . | 1[16.7 µM] | . | . | -16 | 5 | .

High-throughput results: PubChem BioAssay, Broad Institute
